Source: PubChem (several laboratories)
FXIa mix inh = inhibitors of human coagulation factor XIa, pooled mixtures | P03951 | purified FXIa, fluorogenic substrate | inhibition, % at 5 µM | 0.19% of 62,000 active;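 further: each value is inhibition by a whole ten-compound pool holding the compound; 0% = enzyme with no mixture and 100% = wells lacking enzyme; strong numbers were not always called active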
5HT1a ag = 5-HT1a (human) receptor agonism; P08908; CHO 5-HT1a Ga15 NFAT-bla reporter, FRET ratio; 0% basal, 100% maximal reference agonist; activation, % at 10 µM; 0.56% of 65,000 active;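 active means activation above the screen-wide mean activation plus 3 SD, cut at about 19% in these data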;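 further: 0% = DMSO wells and 100% = 5-CT at EC100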
CatG inh = blocks human cathepsin G enzyme activity; P08311; purified enzyme, AMC-tetrapeptide fluorescence, pooled mixtures; inhibition, % at 5 µM (by protocol); 0.2% of 62,000 active; AID 581;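 active means inhibition above 20% in each of the two mixture wells holding the compound; inactive means inhibition of 20% or less in either well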;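 further: 0% = enzyme control without mixture and 100% = blank lacking enzyme; strong numbers were not always called active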
Target sequence (P08311 21-244 limits assumed): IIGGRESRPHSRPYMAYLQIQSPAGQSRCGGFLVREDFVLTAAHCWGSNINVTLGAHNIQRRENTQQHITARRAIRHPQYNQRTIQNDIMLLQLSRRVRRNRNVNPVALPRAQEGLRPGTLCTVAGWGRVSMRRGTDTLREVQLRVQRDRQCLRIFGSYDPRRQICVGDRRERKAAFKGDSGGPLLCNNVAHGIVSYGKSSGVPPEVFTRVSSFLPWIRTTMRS
FXIIa mix inh = factor XIIa (human) inhibition, mixture screen; purified FXIIa, fluorogenic substrate, pooled mixtures; inhibition, % at 5 µM; 0.2% of 62,000 active;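 further: 0% = enzyme without compound and 100% = no enzyme blank; some results filed as inactive read as strong as hits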
C1s inh = blocks human complement C1s protease activity | mean inhibition % of two 10-compound mixtures (stronger effect = higher value), % at 5 µM (by protocol) | P09871 | purified C1s, fluorogenic AMC substrate, pooled mixtures | 0.16% of 62,000 active;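 active means inhibition above 20% in each of the two 10-compound mixture wells holding the compound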;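 further: 0% = enzyme wells lacking compound mixture and 100% = no-enzyme blank wells; some compounds called inactive have numbers as strong as hits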
CatL block = inhibitors of human cathepsin L | purified cathepsin L, fluorogenic substrate, fluorescence | inhibition, %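 (tested at 10 µM)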 | 0.17% of 58,000 active | P07711; in the data active means inhibition above about 45%;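 further: 0% = enzyme with no compound and 100% = no enzyme blank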
Target sequence (P07711 114-288 limits assumed): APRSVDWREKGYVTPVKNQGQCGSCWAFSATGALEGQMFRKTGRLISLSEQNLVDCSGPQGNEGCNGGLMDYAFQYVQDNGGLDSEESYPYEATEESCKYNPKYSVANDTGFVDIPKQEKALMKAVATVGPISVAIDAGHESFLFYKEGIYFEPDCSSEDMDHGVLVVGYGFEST
Target sequence (P07711 292-333 limits assumed): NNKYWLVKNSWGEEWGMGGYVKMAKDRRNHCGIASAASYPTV
Cdc25B block = human M-phase inducer phosphatase 2 inhibition | P30305 | recombinant Cdc25B, OMFP fluorescence Ex485/Em525 | inhibition, %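 (compounds tested at 10 µM final in the well)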 | 0.1% of 65,000 active; in the data active means inhibition above about 50%
MKP-1 inh = human dual specificity phosphatase 1 inhibition | 0.15% of 65,000 active | recombinant MKP-1, OMFP hydrolysis fluorescence | inhibition, %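 (compounds tested at a single concentration somewhere between 10 and 100 µM)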 | P28562;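 active means inhibition above about 50%, limit read from the data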;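 further: 0% = DMSO max control wells and 100% = wells with enzyme stopped by NaOH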
Target sequence (P28562 whole entry, looked up): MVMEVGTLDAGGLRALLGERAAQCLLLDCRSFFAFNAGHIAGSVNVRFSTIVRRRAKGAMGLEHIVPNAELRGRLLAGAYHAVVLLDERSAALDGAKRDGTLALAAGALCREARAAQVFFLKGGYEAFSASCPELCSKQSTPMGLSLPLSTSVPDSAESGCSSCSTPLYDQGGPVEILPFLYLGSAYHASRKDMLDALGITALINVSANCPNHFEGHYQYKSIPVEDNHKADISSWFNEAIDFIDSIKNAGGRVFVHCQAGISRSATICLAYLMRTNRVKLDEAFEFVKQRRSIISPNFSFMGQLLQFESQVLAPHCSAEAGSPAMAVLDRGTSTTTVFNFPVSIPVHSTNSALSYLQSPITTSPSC
Hsp90 inh = displaces geldanamycin probe from tumor Hsp90 | inhibition, % at 30 µM | 0.35% of 64,000 active | NCI-N417 lysate Hsp90, Cy3B-geldanamycin FP displacement;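 active means inhibition above 50%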;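 further: 0% = tracer plus lysate wells and 100% = tracer alone without lysate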
An asterisk follows results filed as active; . = no result given. Unless noted, no stated cut-off is given here; in the data, active means inhibition above about 20% (passing the limit was not always enough); inactive means the rest.

1	CCn1c(CSc2nc3ccccc3s2)nnc1SCC(=O)c1ccc2c(c1)OCCO2
2	Cc1nn(CC(=O)Nc2nnc(CC(=O)N3CCCC3)s2)c(=O)c2ccccc12
3	Cc1ccc(-c2nn(CC(=O)NCCN3CCOCC3)c(=O)c3ccccc23)cc1
4	CSC1CCCCC1(O)CSc1nc2c(cc1C#N)CCCC2 (configuration not stated)
5	CCCn1c(NCc2cccc(OC)c2OC)nc2ccccc21
6	CC1(C)CC(=O)C=C(NCCCNC2CCCCC2)C1

assay / compound | 1 | 2 | 3 | 4 | 5 | 6
FXIa mix inh | 4 | 1 | 7 | 7 | 4 | 10
5HT1a ag | 0.4 | -0.3 | -4.0 | -2.8 | -0.6 | -1.4
CatG inh | 10 | -1 | 6 | 13 | 11 | 10
FXIIa mix inh | -14 | -6 | 12 | 7 | 10 | 5
C1s inh | 5 | -1 | -7 | 15 | 47 | 10
CatL block | 7 | 7 | . | 1 | 7 | 8
Cdc25B block | 5 | -3 | -6 | -10 | -6 | -12
MKP-1 inh | 24 | 12 | 10 | -2 | -17 | 3
Hsp90 inh | -2 | . | -3 | -3 | 2 | -1

7	Cc1ccc(C(C)C)c(OCc2nc(-c3nonc3N)no2)c1
8	CN(C)c1cc(N)c2ccccc2n1 (tested in a mixture with another compound)
9	Cc1cccnc1-n1c(CCN2C(=O)c3ccccc3C2=O)nc2ccccc2c1=O
10	CCS(=O)(=O)N1CCC(C(=O)Nc2cc(Cl)ccc2O)CC1
11	Cn1c(=O)c(C#N)c(-c2ccccc2)n2cnnc12
12	CN(C)c1ccc(/C=c2\sc3nc(-c4ccccc4)nn3c2=O)cc1

assay / compound | 7 | 8 | 9 | 10 | 11 | 12
FXIa mix inh | 1 | -3 | 1 | 9 | 3 | 3
5HT1a ag | 1.3 | -0.6 | -2.8 | -0.9 | 0.6 | 0.9
CatG inh | 9 | 2 | -5 | 3 | 12 | 0
FXIIa mix inh | -2 | -3 | 2 | 1 | 2 | 10
C1s inh | -8 | -37 | 6 | -20 | 8 | -2
CatL block | . | 13 | 0 | 7 | . | 2
Cdc25B block | -8 | -5 | -12 | -15 | -1 | 4
MKP-1 inh | 3 | -20 | -5 | -10 | -14 | 11
Hsp90 inh | -3 | -9 | 3 | 4 | -3 | -11

13	O=C(c1ccc(-c2ccccc2)cc1)N1CCC(C(=O)N2CCCC2)CC1
14	COc1ccc(C)cc1S(=O)(=O)N(C)CC(=O)Nc1ccc2c(c1)OCCO2
15	COc1cc(N2C(=O)CSC23C(=O)Nc2ccccc23)cc(OC)c1OC (configuration not stated)
16	CCOC(=O)c1cnn2c(C(F)(F)F)cc(-c3cn(C)nc3C)nc12
17	O=C(CSc1nnc(CNc2ccccc2)o1)N1CCCc2ccccc21
18	COc1cccc(OC)c1C(=O)NCCN1CCN(C(=O)c2c(OC)cccc2OC)CC1

assay / compound | 13 | 14 | 15 | 16 | 17 | 18
FXIa mix inh | 11 | 0 | 0 | -7 | -5 | 5
5HT1a ag | -2.5 | 0.0 | -1.8 | 0.3 | 0.4 | -6.8
CatG inh | 4 | -2 | -1 | -10 | 7 | 3
FXIIa mix inh | 6 | -1 | 1 | 4 | 2 | -19
C1s inh | 8 | -6 | -13 | -26 | -26 | -10
CatL block | 1 | -1 | 9 | -73 | -6 | 7
Cdc25B block | -6 | -5 | -29 | -19 | -8 | -6
MKP-1 inh | -3 | -4 | -11 | 1 | 0 | 11
Hsp90 inh | -4 | -1 | -5 | -2 | -1 | -1

19	CCOC(=O)C1CCCN(C(=O)C2CCCN(S(=O)(=O)c3ccc4c(c3)oc(=O)n4C)C2)C1 (configuration not stated)
20	CCN(CC)CCN1C(=O)c2oc3ccc(F)cc3c(=O)c2C1c1ccncc1 (configuration not stated)
21	Clc1ccc(-c2noc(COc3ccccc3)n2)cc1
22	O=C(Nc1ccc2oc(-c3ccccc3)nc2c1)c1ccncc1
23	Cc1ccc(S(=O)(=O)NCCCNS(C)(=O)=O)cc1
24	CCCCP(=O)(CCCC)Cc1ccccc1O

assay / compound | 19 | 20 | 21 | 22 | 23 | 24
FXIa mix inh | 0 | 12 | 19 | 4 | 3 | -14
5HT1a ag | 1.1 | -1.1 | 1.5 | -0.5 | -1.7 | -3.9
CatG inh | -10 | 13 | 4 | 9 | 0 | -5
FXIIa mix inh | 8 | -18 | 2 | 2 | 2 | 9
C1s inh | -29 | 16 | 3 | -8 | -4 | -12
CatL block | . | 9 | . | 0 | -4 | 0
Cdc25B block | -7 | 2 | 5 | -13 | -14 | 6
MKP-1 inh | 4 | -3 | 10 | 10 | 13 | 5
Hsp90 inh | -4 | 0 | -3 | -1 | -5 | 1

25	OCCN(Cc1ccccc1)Cc1cccc(C(F)(F)F)c1
26	Cc1ccc(C(=O)C2CCN(CC(=O)NC3CCCCC3)CC2)cc1
27	CCC(Sc1ccc2nnc(-c3ccc(F)cc3)n2n1)C(=O)OC (configuration not stated)
28	C(=N\n1cnnc1)/c1cn(-c2cccs2)nc1-c1ccccc1
29	COc1ccc(Cl)cc1NC(=O)c1oc(C)nc1C
30	CCCCn1c(NC(C)=O)c(C#N)c2nc3ccccc3nc21

assay / compound | 25 | 26 | 27 | 28 | 29 | 30
FXIa mix inh | 14 | 1 | 8 | 7 | 3 | 10
5HT1a ag | 0.0 | 1.7 | -0.9 | 0.1 | -0.8 | 7.2
CatG inh | 40 | 9 | 13 | 6 | 1 | 5
FXIIa mix inh | 6 | 2 | 3 | 6 | 0 | -5
C1s inh | 10 | -9 | 12 | -5 | -8 | -46
CatL block | -3 | . | -7 | 6 | 8 | -27
Cdc25B block | -15 | -14 | -11 | 5 | -1 | 6
MKP-1 inh | -1 | -16 | -2 | 21 | 7 | -4
Hsp90 inh | 2 | -4 | -4 | . | -5 | -14

Results in FXIIa mix inh and CatL block, for 2 of the compounds above:
entry | Compound | FXIIa mix inh | CatL block
29 | COc1ccc(Cl)cc1NC(=O)c1oc(C)nc1C | 0 | 8
30 | CCCCn1c(NC(C)=O)c(C#N)c2nc3ccccc3nc21 | -5 | -27

(further entries)
31	O=C(NC1CCCCC1)/C(=N\O)c1ccccn1
32	CC1CCCCN1CCNS(=O)(=O)c1ccc2c(c1)oc(=O)n2C (configuration not stated)
33	CCc1c(-c2ccccc2)nc2nc(C)c(C)nn12
34	CC(=O)c1ccc(OCCCC(=O)OCc2nnc(-c3ccc(Cl)cc3)o2)cc1
35	Cc1sc2c(c1C)CN(C1CC(C)(C)NC(C)(C)C1)CN2C(=O)c1ccco1
36	Cc1onc(-c2c(Cl)cccc2Cl)c1C(=O)NCCN1CCOCC1

assay / compound | 31 | 32 | 33 | 34 | 35 | 36
FXIa mix inh | 8 | 5 | 5 | 2 | 11 | 5
5HT1a ag | -1.6 | -2.2 | -0.5 | -0.5 | 0.2 | -1.5
CatG inh | -3 | 6 | -9 | 2 | 4 | 12
FXIIa mix inh | 7 | -18 | 2 | 0 | 13 | -3
C1s inh | -2 | 5 | -47 | 5 | 0 | 0
CatL block | -4 | -3 | . | . | -1 | 0
Cdc25B block | -1 | -5 | -13 | -10 | 2 | 1
MKP-1 inh | 21 | -6 | 0 | 15 | 1 | 2
Hsp90 inh | -6 | 1 | -2 | -4 | -2 | -4

37	Cc1nc2sc(C)c(C)c2c(=O)o1
38	COc1cccc2cc(-c3nnc(SCC(=O)NCc4ccccc4)n3C)oc12
39	O=C(Nc1ccncc1)c1cc2ccccc2oc1=O
40	CC1(C)Cc2c(C#N)c(N3CCOCC3)nc(Cc3ccccc3)c2CO1
41	Cc1noc(/C=C/N(C)C)c1S(=O)(=O)N1CCCC(C(=O)NCc2ccc(F)cc2)C1 (configuration not stated)
42	COc1cccc(NC(=O)c2ccccc2-c2nc(-c3cccc(C)c3)no2)c1

assay / compound | 37 | 38 | 39 | 40 | 41 | 42
FXIa mix inh | . | 2 | 5 | . | 1 | 40
5HT1a ag | -1.4 | -0.3 | 2.0 | -1.4 | -3.1 | -3.7
CatG inh | . | 10 | -2 | . | 7 | 13
FXIIa mix inh | . | 3 | -15 | . | 4 | -4
C1s inh | . | 10 | -27 | . | -4 | 27
CatL block | 8 | 7 | 1 | -26 | . | 0
Cdc25B block | 17 | -4 | -12 | 6 | -8 | 6
MKP-1 inh | -17 | 0 | 24 | -16 | 6 | 4
Hsp90 inh | -2 | -1 | 0 | -4 | -3 | -5

43	Cc1ccc(NC(=O)C(C)N2CCOCC2)c(C(=O)c2ccccc2)c1 (configuration not stated)
44	Cc1cc(NC(=O)CN2CCCCC2C)nc2c1c(=O)oc1ccccc12 (configuration not stated)
45	Cc1cc(C(=O)Nc2nnc(C3CCCCC3)s2)cs1
46	Clc1ccc(-n2ncc3c(NCC4CCCO4)ncnc32)cc1 (configuration not stated)
47	Cc1ccc(N(CC(=O)NCc2cccs2)S(=O)(=O)c2cccs2)cc1
48	COCCCNC(=O)C1CCN(C(=O)Nc2ccc(Cl)cc2)CC1

assay / compound | 43 | 44 | 45 | 46 | 47 | 48
FXIa mix inh | 4 | 12 | 8 | 2 | 3 | -4
5HT1a ag | 2.3 | -2.8 | -2.1 | -0.2 | 2.1 | 0.5
CatG inh | 2 | 2 | 19 | 9 | 5 | 10
FXIIa mix inh | 7 | 6 | 2 | 0 | 4 | 11
C1s inh | -44 | 5 | 10 | 3 | -10 | 2
CatL block | 8 | -3 | 3 | 11 | 19 | 2
Cdc25B block | 3 | -17 | -11 | -10 | -10 | -4
MKP-1 inh | 5 | 7 | 1 | 16 | 2 | -16
Hsp90 inh | -7 | -3 | . | 0 | -4 | -2

49	COc1ccc(NC2c3ccccc3C(=O)N2Cc2ccco2)cc1OC (configuration not stated)
50	O=C(CSc1nnc(Cc2ccccc2)n1Cc1ccco1)NC1CCCC1
51	CC(C)Sc1nc2c(c(=O)[nH]c(=O)n2C)n1CCc1ccccc1
52	O=C(Nc1ccccc1)N(CCc1ccncc1)C1CCCCC1
53	O=C(CN(Cc1ccccc1)C(=O)CCC(=O)Nc1nccs1)NCc1ccco1
54	Cn1c(=NC(=O)CSCC(=O)N2CCCC2)sc2ccccc21

assay / compound | 49 | 50 | 51 | 52 | 53 | 54
FXIa mix inh | 8 | 5 | -1 | 5 | 6 | 3
5HT1a ag | 1.0 | 0.5 | 3.4 | -0.8 | -1.6 | -1.1
CatG inh | 10 | -3 | 6 | 9 | 10 | 8
FXIIa mix inh | 2 | 5 | 5 | 5 | 3 | 6
C1s inh | 15 | 3 | 3 | 12 | 16 | 13
CatL block | . | 8 | 6 | 17 | 3 | 7
Cdc25B block | -8 | -5 | 5 | -13 | 6 | -6
MKP-1 inh | 0 | -3 | -19 | 5 | 7 | 17
Hsp90 inh | 0 | -6 | 0 | -3 | -1 | 0

Full records from above. Order of screens: FXIa mix inh	5HT1a ag	CatG inh	FXIIa mix inh	C1s inh	CatL block	Cdc25B block	MKP-1 inh	Hsp90 inh
Listed for O=C(c1ccc(-c2ccccc2)cc1)N1CCC(C(=O)N2CCCC2)CC1 : 11	-2.5	4	6	8	1	-6	-3	-4
Listed for COc1cccc(OC)c1C(=O)NCCN1CCN(C(=O)c2c(OC)cccc2OC)CC1 : 5	-6.8	3	-19	-10	7	-6	11	-1
Listed for COc1ccc(Cl)cc1NC(=O)c1oc(C)nc1C : 3	-0.8	1	0	-8	8	-1	7	-5
Listed for Cc1nn(CC(=O)Nc2nnc(CC(=O)N3CCCC3)s2)c(=O)c2ccccc12 : 1	-0.3	-1	-6	-1	7	-3	12	.
Listed for COc1ccc(NC2c3ccccc3C(=O)N2Cc2ccco2)cc1OC (configuration not stated) : 8	1.0	10	2	15	.	-8	0	0
